Bioassay records deposited in PubChem BioAssay by Broad Institute.
RAD52 anneal inh: inhibitors of human RAD52 DNA annealing; AID 651710; P43351; recombinant RAD52 DNA annealing, FRET fluorescence; inhibition, % at 18.7 µM; 360,000 tested, 0.46% active;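 active = every replicate showing at least 50% inhibition; inconclusive = mean inhibition at least 50% but not in every replicate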
Target sequence (P43351 whole entry, looked up): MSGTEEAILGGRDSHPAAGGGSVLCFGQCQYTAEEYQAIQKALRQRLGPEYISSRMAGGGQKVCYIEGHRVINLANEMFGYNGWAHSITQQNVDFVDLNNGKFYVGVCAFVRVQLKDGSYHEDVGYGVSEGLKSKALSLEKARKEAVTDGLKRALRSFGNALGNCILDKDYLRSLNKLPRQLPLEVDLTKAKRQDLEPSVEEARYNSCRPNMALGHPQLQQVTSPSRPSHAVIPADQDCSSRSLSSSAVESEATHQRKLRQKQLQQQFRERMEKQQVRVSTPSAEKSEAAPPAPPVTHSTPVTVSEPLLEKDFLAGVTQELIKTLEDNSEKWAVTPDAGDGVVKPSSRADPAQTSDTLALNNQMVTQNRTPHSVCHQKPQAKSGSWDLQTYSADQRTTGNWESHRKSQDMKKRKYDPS
E-sel inducer: E-selectin induction on HUVECs | P16581 | HUVEC E-selectin immunofluorescence imaging; normalized: neutral wells 0, TNF-alpha wells 100 | activation, % at 7.58 µM | 260,000 tested, 0.37% active;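 active = mean E-selectin-positive cell signal at least 10% of the positive control, reached in at least 60% of replicates, without over 20% cell loss; inconclusive = no rule given, readout overlaps actives, possibly toxicity-flagged; inactive = the rest, including those meeting only one limit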;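 note: in these data hits start at about 27%; measured in HUVEC primary endothelial cells; signal is the percent of cells scored E-selectin positive by PE staining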
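Read-out: % PE-positive cells | Test system: HUVEC | Doses: One compound dose added by pin transfer | Buffer or medium: EGM-2 over gelatin coat | Signal: Immunofluorescence imaging | Benchmarks: TNF-alpha, DMSO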
ARNT TACC3 PPI: disruptors of human ARNT/TACC3 interaction | Q9Y6A5 | AlphaScreen His-ARNT PAS-B/GST-TACC3 binding, luminescence; TACC3 fragment carries E629A point mutation | inhibition, % at 9.99 µM | 390,000 tested, 0.66% active;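 active = mean inhibition of replicates at least 50% and at least half of replicates each reaching 50%; inconclusive = half or more replicates reach 50% but mean below 50%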;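 note: 0% = complete ARNT plus TACC3 wells and 100% = ARNT alone without TACC3; many hits fall short of the cut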
PglD inh: PglD (C. jejuni) enzyme inhibition | purified PglD enzyme, DTNB colorimetric CoA detection | inhibition, % at 12.5 µM | 360,000 tested, 0.098% active | AID 602405; in the data active = inhibition above about 16%, passing the limit was not always enough; inconclusive = no clear call, values can overlap the other calls; note: strong numbers were not always called active
RAD54 branch: inhibitors of human RAD54 branch migration. RAD54 Holliday junction branch migration, FAM/BHQ fluorescence. inhibition, % at 10.4 µM. 360,000 tested, 0.14% active;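 active = mean normalized replicate activity at least 40 and at least half of replicates scoring 40 or more; inconclusive = only one of the two criteria met; inactive = mean below 40 and under half of replicates reaching 40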;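 note: 0% = median of neutral control wells and 100% = median of positive control wells; inhibitors cause a drop in the FAM fluorescence signal; in these data hits start at about 50%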
esBAF inh: inhibitors of esBAF chromatin remodeling in mouse ES cells. Bmi1-luciferase knock-in reporter, 24 h; 100% = twice the neutral-well signal. reporter increase, % at 12.5 µM. 350,000 tested, 2% active; in the data active = activation above about 40%; inconclusive = no clear call, values can overlap the other calls;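 note: 0% = median of the plate's neutral control wells and 100% = double that signal; a rise in the Bmi1 reporter signal indicates esBAF inhibition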
ERp5 inh: blocks human ERp5 reductase activity on insulin; ERp5 insulin aggregation, absorbance 650 nm, 90 min; 350,000 tested, 0.05% active; inhibition, % at 9.99 µM;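 active = mean replicate inhibition above about 25%, with every replicate also reaching it, limit read from the data, passing the limit was not always enough; inconclusive = only one of those two criteria met; inactive = neither criterion met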
Target sequence (Q15084 whole entry, looked up): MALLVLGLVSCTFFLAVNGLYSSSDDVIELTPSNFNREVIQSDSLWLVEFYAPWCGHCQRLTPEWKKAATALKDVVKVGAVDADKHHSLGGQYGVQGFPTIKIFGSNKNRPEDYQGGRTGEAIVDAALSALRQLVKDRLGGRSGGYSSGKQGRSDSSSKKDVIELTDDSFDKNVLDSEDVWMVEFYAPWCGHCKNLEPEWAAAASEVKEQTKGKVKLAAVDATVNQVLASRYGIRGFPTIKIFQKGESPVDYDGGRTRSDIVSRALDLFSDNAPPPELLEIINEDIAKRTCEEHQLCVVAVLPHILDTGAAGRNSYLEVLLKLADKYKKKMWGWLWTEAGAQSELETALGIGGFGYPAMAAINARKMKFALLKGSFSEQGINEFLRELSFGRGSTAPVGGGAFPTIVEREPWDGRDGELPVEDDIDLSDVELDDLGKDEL
CASP6 VEID inh: blocks human caspase-6 cleavage activity | P55212 | purified caspase-6, Z-VEID-R110 cleavage fluorescence | inhibition, % at 12.5 µM | 350,000 tested, 0.53% active;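 active = mean inhibition across replicates at least about 35%, with every replicate also reaching that limit, limit read from the data; inconclusive = only one of the two criteria met; inactive = neither criterion met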;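 note: 0% = median of neutral control wells and 100% = no fluorescence left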
* = called active by the depositor; ? = inconclusive; / = no result given.

SMILES	RAD52 anneal inh	E-sel inducer	ARNT TACC3 PPI	PglD inh	RAD54 branch	esBAF inh	ERp5 inh	CASP6 VEID inh
COc1ccc(CC(=O)Nc2cc(C)c3c(=O)oc4ccccc4c3n2)cc1	-14	0.0	-3	-1	7	-5	5	-2
COc1ccccc1CNC(=O)C1(c2ccc(Cl)cc2)CC1	-1	0.2	/	/	/	/	2	2
Cc1cc(C)nc(SC2CCOC2=O)n1 (stereo unspecified)	/	/	-4	3	-2	0	/	/
C[C@@H]1CN([C@@H](C)CO)C(=O)Cc2cc(N(C)C)ccc2O[C@@H]1CN(C)CC1CC1	-2	0.1	/	/	/	/	1	-7
O=C(NNC(=O)c1ccncc1)Nc1ccc(N=Nc2ccccc2)cc1	10	-0.9	-2	-6	4	/	-5	-1
CC(=O)c1cc(C#N)c(Oc2ccccc2)nc1C	/	/	-4	3	5	3	/	/
O=C(NNc1ccccc1)NC(Cc1ccccc1)C(=O)O (stereo unspecified)	-12	0.0	-2	0	-8	-1	-16	0
CC(C)CC1C(=O)N(Cc2cn(CCC3OCCCO3)nn2)CCS(=O)(=O)N1Cc1ccc(-c2ccc(F)cc2)cc1 (stereo unspecified)	-9	-0.1	/	-3	-5	0	0	-4
O=C(Cn1cc(COc2ccc(-n3cccc3)cc2)nn1)NS(=O)(=O)c1ccccc1C(F)(F)F	-34	0.0	/	0	-8	-4	-1	22
COCC#Cc1cnc2c(c1)C(=O)N([C@H](C)CO)C[C@@H](C)[C@@H](CN(C)S(=O)(=O)c1cn(C)cn1)O2	5	0.5	-8	1	0	1	2	1
Cc1[nH]c(-c2ccc3c(c2)OCO3)nc1C(=O)O	2	0.3	-1	0	-3	0	-1	-3
OCCCNC(=S)Nc1ccc(Oc2ccccc2)cc1	-2	/	/	4	-7	-4	-5	-1
COc1ccc(NC(=O)CN(C)C(=O)c2cccc(S(=O)(=O)N3CCN(c4ccc(F)cc4)CC3)c2)cc1	4	-0.9	4	0	0	-26	5	3
Cc1noc(C)c1NC(=O)Nc1ccc2c(c1)CC(=O)N([C@H](C)CO)C[C@H](C)[C@H](CN(C)C(=O)Nc1c(C)noc1C)O2	12	-0.1	-4	-7	3	-2	-6	/
CC1CN(C(=O)c2cccc(S(=O)(=O)N3CCN(c4ccc(F)cc4)CC3)c2)CC(C)O1 (stereo unspecified)	-5	/	0	0	-6	/	3	1
COc1ccc(S(=O)(=O)N[C@@H](Cc2ccc(Cl)cc2)C(=O)N2CC[C@@]3(O)CCCC[C@H]3C2)cc1	/	/	19	-2	10	-4	/	/
O=C1CCc2cc(S(=O)(=O)NCCC(=O)NC3CCCCC3)ccc2N1	-3	0.1	5	6	8	4	6	-1
N/C(=N\NC(=O)c1cccs1)c1cc2ccccc2oc1=O	9	/	/	-1	9	/	-1	-3
Cc1ccc(C(=O)N(CC#N)CC#N)cc1C	-20	/	-20	/	/	/	-3	-2
CC(Cc1c[nH]c2ccccc12)NC(=O)C1CCCNC1=O (stereo unspecified)	-14	/	-1	4	1	-3	4	1
COc1cccc(-c2cn(CC[C@H]3CC[C@@H](NC(C)=O)[C@@H](CO)O3)nn2)c1	0	0.1	-8	0	-6	-2	-1	-8
CO[C@H](CN(C)Cc1cc(F)ccc1F)[C@H](C)CN([C@H](C)CO)S(=O)(=O)c1ccc(C)cc1	-1	0.1	-2	-4	-2	0	-2	1
COc1ccc(Nc2nc(OC)nc(OC)n2)cc1	0	/	11	1	13	12	1	-1
COc1ccccc1-c1cn(CC[C@@H]2CC[C@@H](NC(=O)C3CCOCC3)[C@@H](CO)O2)nn1	-15	-2.7	-1	0	2	3	0	1
COCCNC(=O)C1CCCN(C(=O)Cc2cccc3ccccc23)CC1 (stereo unspecified)	-2	0.3	/	-6	-1	-5	5	-3

Next records follow:
SMILES	RAD52 anneal inh	E-sel inducer	ARNT TACC3 PPI	PglD inh	RAD54 branch	esBAF inh	ERp5 inh	CASP6 VEID inh
O=C(O)c1ccccc1NS(=O)(=O)c1cccc(C(F)(F)F)c1	/	/	-74	1	2	4	/	/
CCOC(=O)c1c(C#N)c(SCC(=O)Nc2ccc(OC)cc2)nc2c1CN(CC)CC2	/	/	-6	15	-7	-11	/	/
COc1ccc(CNC(=O)CSc2nnnn2-c2ccccc2)cc1	/	/	-11	-4	-11	-1	/	/
C[C@@H]1CCCCO[C@@H](CN(C)Cc2ccc(C(F)(F)F)cc2)[C@@H](C)CN([C@@H](C)CO)C(=O)c2cc(NC(=O)Nc3ccc(F)cc3)ccc2O1	-5	/	5	2	-2	-6	5	1
CC(=O)Nc1ccc(S(=O)(=O)Nc2ccc3ccccc3n2)cc1	-33	-0.8	-2	-1	15	-8	1	-4
COc1ccc(CCNC(=O)c2nnn(-c3ccc4c(c3)OCCO4)c2N)cc1OC	/	/	-2	-3	7	18	/	/
O=C(C[C@H]1CC[C@@H]2[C@H](COC[C@H](O)CN2Cc2ccccc2)O1)N[C@H]1CCN(Cc2ccccc2)C1	18	0.0	12	10	-3	-1	3	1
COc1cc(CCC(=O)Nc2c(C(=O)N3CCN(c4ccccc4OC)CC3)oc3ccccc23)on1	7	/	1	-2	7	-4	4	1
CCOc1cccc(-c2nnc3sc(COc4ccc(OC)cc4)nn23)c1	/	/	-3	-4	12	-7	/	/
COCCNC(=O)CN(CC1CCCO1)C(=O)CCC(=O)Nc1ccccn1 (stereo unspecified)	/	/	-2	-12	4	-1	/	/
CC(=O)NNC(=O)CN1C(=O)/C(=C/c2ccccc2)SC1=S	-5	-0.4	-3	/	/	/	-2	1
CCc1sc(N2[C@H](C#N)[C@@H](c3ccccc3-c3ccc(F)cc3)[C@@H]2CO)nc1C	-7	0.0	/	/	/	/	0	0
Cc1nc2ccccc2c2ncccc12	-11	/	-2	6	-2	-12	1	-2
COCCN(CCOC)c1ncc(Cl)c(C(=O)c2c(C)cc3ccccn23)n1	/	/	9	-2	-2	-1	/	/
CCN1CCN(c2cc(C)c3cc(NC(=O)c4cncc(Br)c4)ccc3n2)CC1	/	/	7	8	35	16	/	/
COc1cc(/C=C(/C#N)C(=O)c2c(C)[nH]c3ccccc23)ccc1OCC#N	-24	-0.3	2	0	-4	-2	2	0
COC(=O)C[C@@H]1CC[C@@H]2[C@@H](COc3ccc(NS(=O)(=O)c4ccccc4Cl)cc3C(=O)N2C)O1	14	-0.1	-5	4	2	-8	2	-2
Cc1nnc(SCC(=O)Nc2nccs2)n(N)c1=O	-19	4.0	-1	/	/	/	3	2
O=C1NC(=S)SC1=Cc1ccc(Cl)cc1	-8	/	4	-6	0	11	-2	11
COc1ccc(NC(=O)C2(C)Cc3c(-c4ccc(N(C)C)cc4)ccnc3O2)cc1 (stereo unspecified)	-10	0.0	/	-4	4	8	1	8
CCOC(=O)/C(=N/Nc1ccc(C)cc1)S(=O)(=O)c1ccc(Cl)cc1	/	/	0	3	1	54*	/	/
CCc1cnc(N2[C@H](CO)[C@@H](c3ccccc3)[C@@H]2C#N)s1	-12	0.3	-11	5	-6	6	8	-5
C[C@@H]1CCCCO[C@@H](CN(C)C(=O)Nc2cccc3ccccc23)[C@H](C)CN([C@H](C)CO)C(=O)c2cc(NC(=O)c3ccccc3)ccc2O1	-4	/	19	1	-2	16	1	2
CSc1nn(CCC#N)c(=O)[nH]c1=O	-10	0.1	/	/	/	/	0	-3
COc1ccc(CC2=CC(=O)c3ccccc3C2=O)cc1	-32	-0.4	22	-30	3	-12	-5	4

(listing goes on)
SMILES	RAD52 anneal inh	E-sel inducer	ARNT TACC3 PPI	PglD inh	RAD54 branch	esBAF inh	ERp5 inh	CASP6 VEID inh
C[C@@H]1CN([C@H](C)CO)C(=O)c2cc(C#CCc3ccccc3)cnc2O[C@H]1CN(C)Cc1cccc(C(=O)O)c1	-15	-0.2	7	-1	7	14	-6	0
Cc1nn(C)c(C)c1S(=O)(=O)N1CCC(C(=O)NC2CCCCCC2)CC1	0	-0.1	/	2	2	-12	?	0
Cc1ccc(S(=O)(=O)NC(=O)Nc2cccc([N+](=O)[O-])c2)cc1	-4	0.0	-8	-3	-6	-5	2	-1
C#CCOCCOCCOCCNc1nc(N2CCN(C(=O)Cn3cc(CCO)nn3)CC2)nc(N2CCN(C(=O)[C@H](CCCCN)n3cc(CCCC)nn3)CC2)n1	-13	0.0	-14	2	-1	-8	-4	-17
O=C(Nc1cccc(S(=O)(=O)NC2=NCCC2)c1)c1ccccc1	2	0.2	3	-2	-1	-7	-5	0
O=C(Cc1c(F)cccc1Cl)NNC(=O)c1ccco1	-25	-1.0	11	6	0	-2	-3	-3
O=C(Nc1ccc(-n2cccn2)cc1)C1CCN(Cc2ccccn2)CC1	-17	2.2	12	2	-5	3	-4	-4
COCC(=O)N(C)C[C@H]1Oc2cc(C3=CCCC3)ccc2S(=O)(=O)N([C@@H](C)CO)C[C@@H]1C	0	-0.2	-3	-1	-8	3	4	3
O=C(/C=C/[C@H]1O[C@@H](n2ccc(=O)[nH]c2=O)[C@H](O)[C@@H]1O)N1CCN(CCc2ccccc2)CC1	-11	0.0	/	1	2	-7	-1	4
Cc1ccc(S(=O)(=O)N(C)C[C@H]2OCCCC[C@H](C)Oc3ccc(NC(=O)CCC(F)(F)F)cc3C(=O)N([C@H](C)CO)C[C@H]2C)cc1	16	/	-4	-18	0	-2	1	1
CC(C)(C)NC(=O)C(c1ccccc1F)n1c(=O)c(-c2ccccc2)nc2ccccc21 (stereo unspecified)	-4	-0.3	/	/	/	/	2	-1
CC(C)NS(=O)(=O)c1ccc(CCC(=O)NCc2ccncc2)cc1	-12	0.9	-7	/	/	-3	3	0
COc1ccc(NC(=O)N[C@H]2CC[C@H](CCNC(=O)CN3CCOCC3)O[C@@H]2CO)cc1	0	-0.3	-2	2	4	0	13	2
CCSc1nnc(NC(=O)CCNS(=O)(=O)c2cc(Br)cnc2N)s1	/	/	-9	-2	-2	-8	/	/
CCOc1ccc(C(=O)NCC2CCCO2)cc1OCC (stereo unspecified)	0	/	-4	/	/	/	5	-1
COc1ccc(-c2ccc(/C=N/NC(=O)Cc3nnc(N)s3)o2)cc1Cl	-14	/	/	-6	6	/	2	3
CC(C)C1Cc2nc(Cl)c(C#N)cc2CO1 (stereo unspecified)	-13	/	-3	/	/	-3	-3	5
CC(=O)N(C)C[C@H]1Oc2ncc(-c3cccc(C#N)c3)cc2C(=O)N([C@@H](C)CO)C[C@H]1C	1	-0.5	-10	-2	-15	-1	3	0
C[C@H](CO)N1C[C@H](C)[C@@H](CN(C)S(C)(=O)=O)Oc2cc(-c3ccccc3)ccc2S1(=O)=O	10	0.0	12	3	5	-14	-8	1
O=C(Nc1ccc2c(c1)Cc1ccccc1-2)c1ccncc1	/	-0.3	-1	5	-1	/	/	/
Cc1ccc(Cc2c(C)nc3nc(SCC(=O)NCCN4CCOCC4)nn3c2C)cc1	/	/	-4	-4	-3	5	/	/
O=C(Oc1ccc([N+](=O)[O-])cc1)c1cccnc1	-3	0.2	-3	/	/	-6	5	1
COc1ccc(CC(N)c2csc(NC(=O)c3ccccc3)n2)cc1 (stereo unspecified)	-129	0.4	/	-1	4	-3	2	-1
COc1ccc(OC)c(CNC(=O)CCC(=O)N2Cc3ccccc3Oc3ncccc32)c1	-3	/	-2	-1	9	0	/	4

Complete entries from above. Order of screens: RAD52 anneal inh	E-sel inducer	ARNT TACC3 PPI	PglD inh	RAD54 branch	esBAF inh	ERp5 inh	CASP6 VEID inh
Cc1[nH]c(-c2ccc3c(c2)OCO3)nc1C(=O)O is listed as 2	0.3	-1	0	-3	0	-1	-3
O=C(NNc1ccccc1)NC(Cc1ccccc1)C(=O)O (stereo unspecified) is listed as -12	0.0	-2	0	-8	-1	-16	0
